# Myeloid diff MLP = promotes myeloid progenitor differentiation; ER-HoxA9 myeloid progenitors, lysozyme-GFP differentiation, flow cytometry; calls only at 10 µM; 360,000 tested, 1% active;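 active = normalized GFP-positive differentiation at or above the plate's own cutoff, the solvent-only control mean plus 3 SD; inconclusive = no clear call, values can overlap the other calls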;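 note: cells exposed to compound for four days before flow analysis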
# Myeloid diff MLP GFP+ MAC1+ % = also measured in Myeloid diff MLP; calls as there; GFP+ MAC1+ double positive, %; measured here: differentiation confirmed by MAC1 staining
# * hit, by the source's call; i = inactive; u = inconclusive; x = not tested or not shown; + = active, no number. Some of the compounds tested; count on the stated rates, not on these rows.
SMILES,Myeloid diff MLP,Myeloid diff MLP GFP+ MAC1+ %
Cc1ccc(C)c(S(=O)(=O)N2CCCCC2CCNC(=O)C(=O)NCc2ccncc2)c1 (configuration not stated),i,1.3
CCCS(=O)(=O)NC(=O)C1(C)CCN(C(=O)c2ccccc2OC(C)=O)C1 (configuration not stated),i,0.4
O=C(NCC(=O)N1CCCCCCC1)c1ccccc1Cl,i,0.5
NC(=O)c1ccccc1NC(=O)c1cc(S(=O)(=O)N2CCCCC2)ccc1N1CCOCC1,i,1.0
COCCCN1C(=O)C(CC(=O)NCc2cccs2)CC(C(=O)N2CCCCCC2)=C1C (configuration not stated),i,0.9
CC(=O)N(C(C)=O)c1cccc(N(Cc2ccccc2)Cc2ccccc2)c1,i,0.4
CCCNC(=O)C1(C)CCCN(C(=O)Cc2ccc3ccccc3c2)C1 (configuration not stated),i,0.6
COc1ccc(C)cc1-n1nnnc1SCC(=O)NC1CCCC1,i,1.3
Cc1ccc(S(=O)(=O)N2CCN(C(=O)/C=C/c3ccccc3)CC2)cc1C,i,0.0
Cc1ccc(Cc2c(-c3ccc(F)cc3)nc3ccc(Br)cn23)cc1,i,0.6
CN(C)c1ccc(CN(CC2CCCO2)C(=O)c2cc3ccccc3o2)cc1 (configuration not stated),i,2.0
CC1CCCCN1C(=O)COC(=O)c1cc([N+](=O)[O-])ccc1N1CCOCC1 (configuration not stated),i,0.3
CC1(C)CC2CC(C)(CN2S(=O)(=O)c2cccc(C(N)=O)c2)C1 (configuration not stated),i,0.7
COc1ccc(S(=O)(=O)N2CCC3CC2c2c(-c4ccc(C(F)(F)F)cc4)cccc23)cc1 (configuration not stated),i,0.1
O=C(Nc1cccc(S(=O)(=O)N2CCCCC2)c1)C1CC(=O)N(Cc2ccccc2)C1 (configuration not stated),i,0.7
COC(=O)c1cc2ccc(OC)cc2c2cc(OC)c(OC)cc12,i,1.3
O=C(NCC(c1cccs1)N1CCOCC1)c1cc(Cl)ccc1[N+](=O)[O-] (configuration not stated),i,0.8
CCc1nc2ccc(C(=O)NCCNC(C)=O)cn2c1N(CC)CCOC,i,0.7
Cc1ccc(Cl)c(NC(=O)CN2C(=O)C(C)N(c3ccc(F)cc3)C2=O)c1Cl (configuration not stated),i,0.5
OCC[C@@H]1C[C@H](O)[C@@H](O)[C@]2(CCCO2)O1,i,1.9
O=c1ccc2ccc(O[C@@H]3O[C@H](CO[C@@H]4OC[C@](O)(CO)[C@H]4O)[C@@H](O)[C@H](O)[C@H]3O)cc2o1,i,0.5
COc1ccc(NC(=O)CSc2nc(=O)n(CCN3CCOCC3)c3c2CCC3)c(OC)c1,i,0.6
O=C(Cc1c(F)cccc1Cl)N1CCN(S(=O)(=O)c2cccs2)CC1,i,0.9
CCCSc1ccc([C@H]2N[C@@](C)(C(=O)OC)[C@H]3C(=O)N(C)C(=O)[C@@H]23)cc1OC,i,2.1
CC1(Cc2ccccc2F)C(=O)Nc2c(Cl)ccc(Cl)c21 (configuration not stated),i,1.2
# The listing continues:
SMILES,Myeloid diff MLP,Myeloid diff MLP GFP+ MAC1+ %
Cc1cc(Cl)ccc1C(O)c1ncc(-c2ccc(C(F)(F)F)cc2)[nH]1 (configuration not stated),u,x
CCc1cccc(CC)c1NC(=O)c1ccc(-c2cc(Cl)ccc2Cl)o1,i,0.8
Cn1c(N2CCN(c3ccccn3)CC2)nc2c1c(=O)n(Cc1ccccc1Cl)c(=O)n2C,i,0.7
CC(C)(C)C1N=C(c2ccc3ccccc3c2)OC1=O (configuration not stated),i,0.9
O=C(O)c1cc(Cl)ccc1OS(=O)(=O)c1ccc(Cl)s1,i,1.3
O=C1c2ccccc2S(=O)(=O)c2cc(C(=O)N3CCN(C(=O)c4ccccc4)CC3)ccc21,i,1.1
COc1ccc(-c2nn(-c3ccccc3)cc2C(=O)N2CCN(C(=O)c3ccco3)CC2)cc1,i,0.9
O=C(C[C@@H]1CC[C@H](NS(=O)(=O)c2ccccc2F)[C@@H](CO)O1)NCCCN1CCOCC1,i,1.5
O=C(Cn1ccn(-c2ccc(F)c(Cl)c2)c(=O)c1=O)NCCc1ccccc1,i,0.8
CCCCCCCCN1C(=O)[C@H](CC(=O)N2CCN(C(=O)OCC)CC2)C[C@@]2(C(=O)OCC)CCCC=C12,i,0.9
Fc1cc(Cl)cc2ccc(-c3ccccc3)nc12,i,0.4
CC(C)Nc1ncnc2c1ncn2[C@H]1CN(Cc2cccs2)C[C@@H](CO)O1,i,1.2
CC1Cc2ccccc2N1S(=O)(=O)c1cccc(C(=O)N2CCCCC2)c1 (configuration not stated),i,0.3
O=C(CC1SC(N2CCCCC2)=NC1=O)Nc1ccc(C(=O)O)cc1 (configuration not stated),i,0.2
CC(=O)Nc1cc(-c2ccncc2)cn2c(-c3ccccc3)cnc12,i,1.4
O=C(CCc1ccccc1)NNC(=O)c1ccncc1,i,0.5
CN(C)c1ccc(/C=C(\C#N)C(=O)OCC(=O)N(C)C2CCS(=O)(=O)C2)cc1 (configuration not stated),i,0.8
CCOC(=O)C1Nc2ccccc2C2C(O)C(O)CC12 (configuration not stated),+,5.5*
O=C(CNC(=O)c1ccccc1)OCC(=O)c1ccc(Cl)s1,i,1.2
N#Cc1ccc(C(=O)OCCc2cc3ccccc3c(=O)o2)cc1,i,1.6
C#CCOCCOCCOCCNc1nc(N2CCN(C(=O)CCCCCCCCCCNC(=O)Cn3cc(C[C@@H](C)O)nn3)CC2)nc(N2CCN(C(=O)CCCCCCCCCCNC(=O)[C@@H]([C@H](C)O)n3cc(C)nn3)CC2)n1,i,2.8
O=C(CCN1C(=O)C2CCCCC2C1=O)N1CCN(S(=O)(=O)c2c(F)cccc2F)CC1 (configuration not stated),i,0.6
CN1CCC(N2CCN(C3CN(C4CCCC4)S(=O)(=O)C3)CC2)CC1 (configuration not stated),i,1.2
Cc1ccc(CNC(=O)c2cccc3c2C(=O)c2ccc(N4CCCCC4)cc2S3(=O)=O)cc1,i,1.3
COc1ccc([C@H]2CC(=O)C=C(c3ccc4cc[nH]c4c3)C2)cc1,i,1.6

# Another view of some results above.
# Order of results: Myeloid diff MLP, Myeloid diff MLP GFP+ MAC1+ %
Cc1cc(Cl)ccc1C(O)c1ncc(-c2ccc(C(F)(F)F)cc2)[nH]1 (configuration not stated)
    u, x
CCc1cccc(CC)c1NC(=O)c1ccc(-c2cc(Cl)ccc2Cl)o1
    i, 0.8
Cn1c(N2CCN(c3ccccn3)CC2)nc2c1c(=O)n(Cc1ccccc1Cl)c(=O)n2C
    i, 0.7
CC(C)(C)C1N=C(c2ccc3ccccc3c2)OC1=O (configuration not stated)
    i, 0.9
O=C(O)c1cc(Cl)ccc1OS(=O)(=O)c1ccc(Cl)s1
    i, 1.3
O=C1c2ccccc2S(=O)(=O)c2cc(C(=O)N3CCN(C(=O)c4ccccc4)CC3)ccc21
    i, 1.1
COc1ccc(-c2nn(-c3ccccc3)cc2C(=O)N2CCN(C(=O)c3ccco3)CC2)cc1
    i, 0.9
O=C(C[C@@H]1CC[C@H](NS(=O)(=O)c2ccccc2F)[C@@H](CO)O1)NCCCN1CCOCC1
    i, 1.5
O=C(Cn1ccn(-c2ccc(F)c(Cl)c2)c(=O)c1=O)NCCc1ccccc1
    i, 0.8
CCCCCCCCN1C(=O)[C@H](CC(=O)N2CCN(C(=O)OCC)CC2)C[C@@]2(C(=O)OCC)CCCC=C12
    i, 0.9
Fc1cc(Cl)cc2ccc(-c3ccccc3)nc12
    i, 0.4
CC(C)Nc1ncnc2c1ncn2[C@H]1CN(Cc2cccs2)C[C@@H](CO)O1
    i, 1.2
CC1Cc2ccccc2N1S(=O)(=O)c1cccc(C(=O)N2CCCCC2)c1 (configuration not stated)
    i, 0.3
O=C(CC1SC(N2CCCCC2)=NC1=O)Nc1ccc(C(=O)O)cc1 (configuration not stated)
    i, 0.2
CC(=O)Nc1cc(-c2ccncc2)cn2c(-c3ccccc3)cnc12
    i, 1.4

# Other entries.
SMILES,Myeloid diff MLP,Myeloid diff MLP GFP+ MAC1+ %
O=C(COC(=O)C1=COCCO1)Nc1ccc(Br)cc1Br,i,1.4
O=C(COC(=O)c1cc([N+](=O)[O-])ccc1N1CCOCC1)NC1CCCCC1,i,0.4
CC(Oc1ccccc1F)C(=O)NNC(=O)CCNC(=O)c1ccco1 (configuration not stated),i,1.0
O=C(Nc1cc(C(F)(F)F)cc(C(F)(F)F)c1)[C@H]1O[C@@H](n2ccc(=O)[nH]c2=O)[C@H](O)[C@@H]1O,i,0.0
Cc1n[nH]c(=O)c2c(NC(=O)CSc3ncccn3)oc(C)c12,i,0.5
CCN(CC)CCOC(=O)C1(c2ccc([N+](=O)[O-])cc2)CCCC1,i,2.5
O=C(Nc1ccccc1Cl)C1CC(=O)N(Cc2ccco2)C1 (configuration not stated),i,1.2
Cc1ccc(C(=O)NC2CCCCCCC2)cc1S(=O)(=O)N1CCOCC1,i,1.5
COc1ccc(C(C)=NNC(=O)c2cccc(S(=O)(=O)N3CCCC3)c2)cc1,i,2.8
COc1nc(NC2CCCCC2)nc(NC(C)(C)C)n1,i,0.9
C[C@@H]1CN([C@@H](C)CO)C(=O)c2c(c3ccccc3n2C)-c2ccccc2CO[C@H]1CN(C)C(=O)C1CC1,i,0.5
CCCCN1C(=O)c2ccc(C(=O)NC3(C)CCS(=O)(=O)C3)cc2C1=O (configuration not stated),+,4.7*
CCOc1ccc(C(=O)NCC(=O)OCc2nnc(-c3ccccc3)o2)cc1OCC,i,0.9
CCOc1ccc(NC(=O)CN(C)C(=O)CCNC(=O)c2ccco2)cc1OCC,i,0.7
COc1ccc(-n2nnnc2SCC(=O)N(C)C2CCS(=O)(=O)C2)cc1 (configuration not stated),i,0.5
COc1ccc(S(=O)(=O)N2CCOCC2)cc1NC(=O)Cc1coc2cc(C)ccc12,i,1.3
COc1ccc(NC(=O)C2CCCC2)cc1S(=O)(=O)N1CCOCC1,i,0.0
Cc1nn(-c2ccccc2)c(Cl)c1C(=O)NCC1CCCO1 (configuration not stated),i,0.7
Cc1cccc(CNc2ncnc3[nH]ncc23)c1,i,0.6
CCOC(=O)C1=C(CC)Nc2ccccc2N=C1NC(=O)c1cc(C)on1,i,0.5
COc1ccc(C(=O)COC(=O)c2cnc(C)cn2)cc1OC,i,0.9
COc1ccc(CC(=O)OCC(=O)NCc2ccco2)cc1,i,0.6
Cc1cc(C([O-])=C(C(=S)Nc2ccccc2)[n+]2ccccc2)c(C)n1-c1ccccc1,i,1.9
O=C1C2C3CCC(O3)C2C(=O)N1c1nccs1 (configuration not stated),i,0.8
COc1ccc(NC(=O)CSCC(=O)N2CCN(C(=O)c3ccco3)CC2)cc1,i,1.5
# The list continues.
SMILES,Myeloid diff MLP,Myeloid diff MLP GFP+ MAC1+ %
Cn1c(SCCc2ccc([N+](=O)[O-])cc2)nccc1=O,i,0.7
C[C@H]1C=CC(=O)O[C@H]1c1ccccc1,i,3.3
Cc1cc(C(=O)N2CC=C(c3ccccc3)CC2)c2ccccc2n1,u,x
Cn1c(=O)c2[nH]c(=S)n(Cc3ccccc3)c2n(C)c1=O,i,1.1
COc1ccc(NC(=O)C(c2ccc(OC)cc2)n2c(=O)c(-c3ccco3)nc3ccccc32)cc1 (configuration not stated),i,1.8
CCOc1ncccc1C(=O)OCC(=O)c1c[nH]c2ccccc12,i,1.2
COc1ccc(-c2nc(SC(C)C(=O)NCC3CCCO3)n[nH]2)cc1 (configuration not stated),i,1.5
COCOCCn1cc(CN2CCS(=O)(=O)N(Cc3ccc(-c4ccc(Cl)cc4)cc3)C(C(C)C)C2=O)nn1 (configuration not stated),i,0.4
Nc1c(-c2ccc(F)c(F)c2)nc2ncccn12,i,2.2
O=C(COC(=O)CNS(=O)(=O)c1c(F)cccc1F)NC(=O)NC1CCCCC1,i,0.5
CC(C)(C)CNC(=O)C1(C)CCN1C(=O)Cc1ccc(C(C)(C)C)cc1 (configuration not stated),i,0.6
Cc1cc(Cl)ccc1NC(=O)CCN1C(=O)C2CCCCC2C1=O (configuration not stated),i,0.4
CC(C)C(NC(=O)c1ccccc1)C(=O)N1CCN(C/C=C/c2ccccc2)CC1 (configuration not stated),i,0.1
COCCN(C(=O)COC(=O)c1cnc(C)cn1)c1c(N)n(Cc2ccccc2)c(=O)[nH]c1=O,i,0.3
NC(CSC1(c2ccc(F)cc2)c2ccccc2-c2ccccc21)C(=O)O (configuration not stated),i,0.7
Cc1ccc(S(=O)(=O)N(C)c2ccc(C(=O)Nc3ccccn3)cc2)cc1,i,0.3
Cc1ccc(NC(=O)CSCC(=O)N(C)CC(=O)Nc2cccc3ccccc23)cc1,i,0.7
COc1ccc(NS(=O)(=O)c2cccc(C(=O)NNC(=O)c3ccc(C)o3)c2)cc1,i,0.8
COc1ccc(NC(=O)O[C@@H](C)[C@@H]2CN3CCc4c([nH]c5ccc(-c6ccc(OC)cc6)cc45)[C@@H]3C[C@@H]2N(C)C(=O)Nc2ccc(OC)cc2)cc1,i,2.4
Nc1c(N=O)c(=O)[nH]c(=O)n1-c1ccccc1,i,0.6
O=C(OC1CC2CC1[C@H]1CCCCN1C2=O)N1CCC(c2ccccc2)CC1 (some centres not stated),i,0.7
COc1ccc(C2CC(=O)c3cc(OC)ccc3O2)cc1 (configuration not stated),i,1.4
CCCNC(=O)C1(C)CCCN(C(=O)c2ccccc2F)C1 (configuration not stated),i,1.1
COc1cc(CNc2ncnc3c2ncn3[C@H]2CN(CCc3ccccc3)C[C@@H](CO)O2)cc(OC)c1OC,i,1.8
Cc1csc(=O)n1CC(=O)OCC(=O)c1ccc(Br)cc1,i,1.3
# Further results:
SMILES,Myeloid diff MLP,Myeloid diff MLP GFP+ MAC1+ %
CCOC(=O)[C@]12CCC=C1N(Cc1ccco1)C(=O)[C@H](CC(=O)NCc1ccccc1)C2,i,1.6
CC1CCCN(C(=O)Cn2c(=O)oc3cc(S(=O)(=O)N4CCCCC4C)ccc32)C1 (configuration not stated),i,2.1
CC(C)(C)c1ccc(S(=O)(=O)NC(=O)C2(C)CCN2C(=O)Cc2cccc3ccccc23)cc1 (configuration not stated),i,0.5
O=C(NCc1ccc(F)cc1)c1cc(C2CCCN(C(=O)CCCc3ccccc3)C2)on1 (configuration not stated),i,0.4
CC(C)(CNC(=O)c1cccc(S(=O)(=O)N2CCCCC2)c1)N1CCOCC1,i,2.0
CN(C(=O)COC(=O)CNC(=O)C1CCCCC1)c1ccccc1,i,1.1

# Source: PubChem BioAssay
